Mdm2 ligase inh = MDM2-luciferase reporter signal enhancers, primary screen, MDM2 E3 ligase inhibitor project, cell-based, luminescence, 1536-well. E3 ubiquitin-protein ligase Mdm2 (Homo sapiens), Q00987. cell-based MDM2 ubiquitination luciferase reporter, 2 h; 0 = plate control, 100 = twice control, blank-subtracted. signal enhancement, % at 5 µM. 210,000 tested, 0.11% active;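 active means signal enhancement of 30% or more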;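 further: luminescence tracks abundance of the self-degrading MDM2-luciferase fusion protein; higher signal means inhibition of MDM2 E3 ligase activity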
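Test system: mammalian cells stably expressing self-ubiquitinating, self-degrading MDM2 E3–luciferase fusion; Amount: 2000 cells in each well; Medium: DMEM; Schedule: 4 h settle plus 2 h compound, 37 °C; Technique: SteadyLite luciferase luminescence after 15 min room-temperature reagent incubation; Benchmarks: plate control and blank wells.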
zVAD death inh = inhibitors of zVAD-triggered necroptosis, primary screen, L929 cells; 220,000 tested, 0.38% active; viability rescue, % at 10 µM; L929 zVAD necroptosis rescue, ATP luminescence, 24 h; with zVAD 60 µM;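 active means activation, scaled between plate controls, above about 75%, limit read from the data; inactive means activation under that limit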;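 further: 0% = zVAD with DMSO and 100% = DMSO alone without zVAD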
Cl transport mod = KCC2 cotransporter modulators, thallium flux, primary screen, cell-based, HEK293 KCC2, FluoZin-2 fluorescence, MLSMR. KCC2 cells, thallium flux FluoZin-2 fluorescence. 190,000 tested, 2.2% active. B-score of Tl+ flux slope (higher = more flux/activation; lower = inhibition) at 10 µM;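 active means thallium flux slope and its plate-corrected score both differing from the plate sample mean at a set confidence after two filtering rounds, in either direction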;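 further: slope of fluorescence scaled to starting intensity during 10 to 20 s after thallium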
Target sequence (Q9H2X9 whole entry, looked up): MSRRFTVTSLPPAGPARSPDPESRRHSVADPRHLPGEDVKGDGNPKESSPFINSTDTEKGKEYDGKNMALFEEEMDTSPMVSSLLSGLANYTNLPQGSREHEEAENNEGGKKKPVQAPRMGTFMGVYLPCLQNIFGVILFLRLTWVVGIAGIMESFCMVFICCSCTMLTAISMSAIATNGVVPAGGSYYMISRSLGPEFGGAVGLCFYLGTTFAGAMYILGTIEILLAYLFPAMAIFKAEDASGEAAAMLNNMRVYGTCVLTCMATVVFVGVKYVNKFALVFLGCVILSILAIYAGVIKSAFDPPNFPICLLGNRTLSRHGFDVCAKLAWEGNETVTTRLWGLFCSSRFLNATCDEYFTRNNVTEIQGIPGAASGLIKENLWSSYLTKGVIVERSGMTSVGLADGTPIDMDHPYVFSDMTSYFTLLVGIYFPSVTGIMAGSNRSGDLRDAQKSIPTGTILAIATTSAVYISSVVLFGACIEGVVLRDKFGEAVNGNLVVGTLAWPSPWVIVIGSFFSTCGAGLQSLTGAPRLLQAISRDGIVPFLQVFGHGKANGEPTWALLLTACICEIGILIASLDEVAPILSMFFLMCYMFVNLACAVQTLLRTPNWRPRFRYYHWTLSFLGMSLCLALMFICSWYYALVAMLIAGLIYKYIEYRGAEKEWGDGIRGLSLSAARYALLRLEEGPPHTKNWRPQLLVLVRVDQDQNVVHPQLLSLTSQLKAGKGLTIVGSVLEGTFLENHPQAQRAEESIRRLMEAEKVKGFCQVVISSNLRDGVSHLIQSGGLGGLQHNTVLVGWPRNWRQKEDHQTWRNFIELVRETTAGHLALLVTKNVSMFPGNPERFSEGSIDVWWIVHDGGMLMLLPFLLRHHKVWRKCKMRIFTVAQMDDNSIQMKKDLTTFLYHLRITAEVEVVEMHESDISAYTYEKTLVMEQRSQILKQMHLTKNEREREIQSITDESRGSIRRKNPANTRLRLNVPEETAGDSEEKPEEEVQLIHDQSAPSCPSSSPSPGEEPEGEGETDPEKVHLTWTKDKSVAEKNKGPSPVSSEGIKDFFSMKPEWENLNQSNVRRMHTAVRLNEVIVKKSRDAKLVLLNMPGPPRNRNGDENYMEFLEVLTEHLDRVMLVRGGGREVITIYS
Rad51 HR inh = human RAD51 strand exchange inhibitors, primary screen, biochemical, fluorescence; hRad51 DNA strand exchange, fluorescence dequenching; inhibition, % at 10 µM; 200,000 tested, 0.085% active;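 active means inhibition above 40% at the single screening dose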;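 further: 0% = DMSO control wells and 100% = blanks with heterologous ssDNA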
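Material: Human Rad51 nucleoprotein filaments preassembled on unlabelled ssDNA | Also added: Labelled 47-mer dsDNA for strand exchange | Dosing: Single dose, 10 µM final compound | Schedule: 30-min compound preincubation and 15-min exchange, both room temperature | Technique: Fluorescence dequenching at 485/520 nm | Measure: Percent inhibition relative to plate controls and blanks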
PERK inhibitor = block of dimerizer-induced PERK translation repression, primary screen, PERK inhibitor project, CHO PERK-DD cells, SEAP luminescence, HTS; Eukaryotic translation initiation factor 2-alpha kinase 3 (Homo sapiens), Q9NZJ5; CHO PERK-DD fusion, SEAP luminescence translation reporter; inhibition, % at 5.6 µM; 220,000 tested, 0.17% active;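 active means inhibition above the mean inhibition of all tested compounds plus 3 SD, set separately per screening campaign, cut at about 2.9% in these data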;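 further: PERK kinase domain activated by AP20187 dimerizer at 100 nM; 0% = DMSO with dimerizer and 100% = rapamycin at 8.4 µM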
TNF necrop inh = inhibitors of TNF-alpha triggered necroptosis, primary screen, cell-based, Jurkat FADD-/-, single concentration; activation (protection from cell death), % at 10 µM; 220,000 tested, 0.068% active; Jurkat FADD-/- TNF necroptosis rescue, ATP luminescence, 24 h; 0 = TNF only, 100 = no-TNF cells; AID 463075, 2010;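 active means activation, meaning protection from cell death, of at least 50% relative to plate controls; inactive means activation below 50%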;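 further: necroptosis triggered by 40 ng/mL TNF-alpha added together with compound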
EBV gp42 block = Epstein-Barr virus gp42 inhibitors, primary screen, biochemical, uHTS, fluorescence polarization. Glycoprotein 42 (Epstein-Barr virus (strain AG876)), Q1HVG2. Fluorescence polarization binding assay, mP read-out. AID 1085, 2008. 220,000 tested, 0.42% active. inhibition, % (tested at 21.74 µM); in the data active means inhibition above about 50%
eIF4E 4G PPI = eIF4E–eIF4G protein interaction inhibitors, primary screen, biochemical, uHTS, TR-FRET, eIF4GI fragment | 220,000 tested, 0.37% active | inhibition, % at 21.7 µM | AID 782, 2007 | TR-FRET eIF4E-eIF4GI(517-606) binding, 2 h | Eukaryotic translation initiation factor 4E (Mus musculus) + Eukaryotic translation …;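 active means inhibition above about 30%, limit read from the data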;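 further: 0% = full FRET control wells and 100% = background wells lacking eIF4GI fragment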
Calpain2 inh = inhibitors of pig calpain II, primary screen, biochemical, fluorogenic peptide substrate, 1536-well. purified calpain II, 30 min. inhibition, % at 16 µM. 220,000 tested, 0.37% active. AID 1236, 2008;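 active means inhibition above about 50%, limit read from the data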
The depositor's hits bear a star; / = no result given; [ ] = remark or other dose.

Values in the order: Mdm2 ligase inh, zVAD death inh, Cl transport mod, Rad51 HR inh, PERK inhibitor, TNF necrop inh, EBV gp42 block, eIF4E 4G PPI, Calpain2 inh
CN1C2CCC1CC(=NO)C2
→ -3, 0.4, 1.3, -6, 0.7, 0.3, -8, 1, -12
Cc1cc(C(=O)NP(=O)(N2CCOCC2)N2CCOCC2)c(C)n1C1CC1
→ -3, 3.1, 0, 5, -0.3, -0.1, 0, 0, -32
CC1CCC(NCC(O)c2ccccc2)CC1 (configuration not stated)
→ -4, -0.2, 0.16, 8, -0.3, 0.0, -13, 1[fluorescence artefact?], -9
COc1ccc(OCC(=O)N2CCN(Cc3ccc(SC)cc3)CC2)cc1
→ 22, 1.6, 0.0058, 5, 0.3, 1.2, -13, 2, -36
C#CCN1CCN(c2ccc(F)cc2)CC1
→ -10, -0.4, -0.083, -65, -0.2, 0.3, -12, 0, -28
C=C(CO)CC1CC(O)[C@]2(C)OC3CC4OC5C[C@]6(C)O[C@]7(C)CCC8OC9C[C@]%10(C)OC%11C(C)=CC(=O)OC%11CC%10OC9C[C@@H](C)C8OC7CC6O[C@]5(C)C/C=C\C4OC3CC2O1 (some centres not stated)
→ /, -0.2, 0.86, -5, 0.5, -6.0, -10, -2, -70
CN(C)c1ccc(P(=S)(N(C)C)N(C)C)cc1
→ -9, -1.0, 0.53, 7, 0.4, 1.7, -11, 5, -20
CCOC(=O)C1=C(N)OC2=C(C(=O)CCC2)C12C(=O)N1c3c(ccc(C)c32)C(C)=CC1(C)C (configuration not stated)
→ -3, -0.9, -0.93, 4, 0.6, -0.3, -1, 5, -24
CC12CCC3C(CCC4C/C(=N/O)CCC43C)C1CCC2O (configuration not stated)
→ -10, 0.2, -0.044, -7, 0.6, 1.3, -20, -5, 8
CCN(CC)c1ccc(/C=C2\C(=O)NC(=O)N(CC3CCCO3)C2=O)cc1 (configuration not stated)
→ -13, 0.7, 0.047, 0, 1.0, -1.1, -190, 3, 2
CC(=O)[C@@]1(O)CC[C@H]2[C@@H]3CC=C4C[C@@H](O)CC[C@]4(C)[C@H]3CC[C@@]21C
→ /, 1.5, -1.1, 5, 0.4, 0.7, -11, 5, -5
CCCCCCN=C(C)c1c(O)n(CCCC)c(=O)[nH]c1=O
→ -29, 2.2, -0.11, -6, 0.2, -0.2, -9, 16, 39
C=CP(=O)(O)c1ccccc1
→ -14, 1.7, 0.77, -2, 1.1, 0.7, -25, -6[fluorescence artefact?], -10
CCOC(=O)c1[nH]c(C)c(C(=O)N2CCC3(CC2)OCCO3)c1C
→ -10, 2.3, /, 2, -0.7, 0.0, -13, 3, -11
CN1CCC2(CC1)CC(NC=O)c1ccccc1O2 (configuration not stated)
→ -3, 0.7, /, 7, 0.7, 1.7, -17, 0, 6
O=C(N/N=C/c1c(O)n(C2CC2)c(=S)[nH]c1=O)c1ccccc1O
→ -56, 0.4, -0.67, -4, 0.6, 0.2, 0, -6, -67
Cc1nc2c(c(=O)[nH]1)C(c1ccc([N+](=O)[O-])cc1)c1c(c3ccccc3oc1=O)O2 (configuration not stated)
→ 8, -0.1, -0.82, 8, 2.1, -0.3, -6, -9, -14
CCN(CC)CCOC(=O)c1cc2cc(COC)ccc2o1
→ -18, 0.1, 0.0055, /, 0.9, -2.5, -38, 0, -43
CCOP(=S)(NN(Cc1ccccc1)C(=O)c1ccccc1)OCC
→ 1, 0.0, -0.37, 7, 0.1, 0.0, -21, 0, 7
O=C(c1cc([N+](=O)[O-])ccc1N1CCNCC1)N1CCOCC1
→ -11, 0.7, 0.064, -3, 0.2, 2.2, 2, 1[fluorescence artefact?], -12

In a second layout: three of the compounds above
SMILES: CC1CCC(NCC(O)c2ccccc2)CC1 (configuration not stated)
  Mdm2 ligase inh: -4
  zVAD death inh: -0.2
  Cl transport mod: 0.16
  Rad51 HR inh: 8
  PERK inhibitor: -0.3
  TNF necrop inh: 0.0
  EBV gp42 block: -13
  eIF4E 4G PPI: 1[fluorescence artefact?]
  Calpain2 inh: -9

SMILES: Cc1cc(C(=O)NP(=O)(N2CCOCC2)N2CCOCC2)c(C)n1C1CC1
  Mdm2 ligase inh: -3
  zVAD death inh: 3.1
  Cl transport mod: 0
  Rad51 HR inh: 5
  PERK inhibitor: -0.3
  TNF necrop inh: -0.1
  EBV gp42 block: 0
  eIF4E 4G PPI: 0
  Calpain2 inh: -32

SMILES: Cc1nc2c(c(=O)[nH]1)C(c1ccc([N+](=O)[O-])cc1)c1c(c3ccccc3oc1=O)O2 (configuration not stated)
  Mdm2 ligase inh: 8
  zVAD death inh: -0.1
  Cl transport mod: -0.82
  Rad51 HR inh: 8
  PERK inhibitor: 2.1
  TNF necrop inh: -0.3
  EBV gp42 block: -6
  eIF4E 4G PPI: -9
  Calpain2 inh: -14

Reprinted at random: two compounds from above
Values in the order: Mdm2 ligase inh, zVAD death inh, Cl transport mod, Rad51 HR inh, PERK inhibitor, TNF necrop inh, EBV gp42 block, eIF4E 4G PPI, Calpain2 inh
O=C(N/N=C/c1c(O)n(C2CC2)c(=S)[nH]c1=O)c1ccccc1O
→ -56, 0.4, -0.67, -4, 0.6, 0.2, 0, -6, -67
CCOP(=S)(NN(Cc1ccccc1)C(=O)c1ccccc1)OCC
→ 1, 0.0, -0.37, 7, 0.1, 0.0, -21, 0, 7

Other entries follow.
Values in the order: Mdm2 ligase inh, zVAD death inh, Cl transport mod, Rad51 HR inh, PERK inhibitor, TNF necrop inh, EBV gp42 block, eIF4E 4G PPI, Calpain2 inh
O=C(Cn1ncc2c3ccccc3n(Cc3cccc(Cl)c3)c2c1=O)N1CCC2(CC1)OCCO2
→ -11, -0.5, -1.1, 4, -0.8, -4.2, -87, 1, -148
CCOC(=O)c1ccc(N=C(CC)c2c(O)n(C)c(=O)n(C)c2=O)cc1
→ -16, -0.5, -0.71, 26, 0.0, -5.9, -11, 4, 2
COc1cc(/C=N/n2cnnc2)ccc1OC(=O)N(C)C
→ 3, -1.0, 0.71, 2, 0.2, -1.5, -10, 5, -13
CNC(=O)Nc1ccc(C(O)(C(=O)OC)C(F)(F)F)cc1 (configuration not stated)
→ -6, 1.5, 0.074, 5, 1.3, 0.4, -6, 2, -4
CN1C(=O)C(=Cc2sc(=O)n(-c3ccccc3)c2N2CCCCC2)C(=O)N(C)C1=O
→ -4, -1.1, -2.8, -267, -1.8, -16, -202, -6, -15
O=c1[nH]c(=S)n(C2CC2)c(O)c1C=Nc1ccc2c(c1)OCO2
→ -9, 0.1, -0.37, -5, -0.1, -0.6, -9, -3, 14
CN1CCN(c2ccc(N)cc2)CC1
→ -14, 0.6, 0.16, 0, -0.2, -2.6, 0, 9[fluorescence artefact?], -5
COc1ccc(C(=O)CN2CCOCC2)cc1F
→ -15, -0.4, /, 2, 2.4, 0.4, -11, 5, 21
Cc1ccc(C(c2nnnn2Cc2ccccc2)N2CC=C(c3ccc(F)cc3)CC2)cc1 (configuration not stated)
→ -19, -0.2, 0.27, -6, -0.3, -0.8, -11, 4, 10
NC1=Nc2ccccc2Oc2ccccc21
→ -13, 0.8, /, /, -0.4, -4.2, -27, -1, 7
O=C(Nc1ccc(C(F)(F)F)cc1)c1cccn(Cc2ccc3c(c2)OC(F)(F)O3)c1=O
→ -16, 0.3, /, 8, 1.2, -17, 15, 7[fluorescence artefact?], 18
COc1cc2c(cc1OC)-c1c(OC)c(OC)c(OC)c3ccnc(c13)C2=O
→ /, 45, -2.9, 4, -1.3, -21, 33, 0, -18
O=P(O)(Oc1ccccc1)OC(c1ccccc1)C(F)(F)F (configuration not stated)
→ -11, 1.5, 0.27, 14, 0.7, -0.3, 6, -3, -23
CCN(CC)CCCN=C(C)c1c(O)n(C2CCCCC2)c(=O)[nH]c1=O
→ -17, 1.2, /, -13, -0.3, 0.2, -9, -3, 15
C[N+]1(CC2COC(c3ccco3)O2)CCCCC1 (configuration not stated)
→ -14, 5.8, 0.66, 2, 0.0, -0.1, -32, 4, -13
Cc1ccc(C(=O)NC2CC3CCC(C2)N3)cc1 (configuration not stated)
→ -9, 1.0, 1.1, 10, 0.2, 0.6, -15, 1, -7
COC(=O)C1=C(N)Oc2c(c(=O)oc3ccccc23)C1c1cccnc1 (configuration not stated)
→ -8, 0.2, -2.8, -3, 0.5, -0.2, 6, 2, 2
CN1CCC2(CC1)NC(=O)c1ccccc1N2
→ /, -0.7, -0.2, 34, 1.7, 2.2, -16, -8, -332
COc1ccc(CN2CCN(c3ccccc3F)CC2)cc1O
→ -7, -1.6, 0.79, -2, 0.0, 0.9, -5, -1, -25
CCC(=Nc1ccc2c(c1)CCC2)c1c(O)n(C2CCCCC2)c(=O)[nH]c1=O
→ -15, -0.1, 2, -11, 0.4, 0.0, -17, 1, -18
CN1CCC(N(C)c2nc(-c3ccc([N+](=O)[O-])cc3)nc3ccccc23)CC1
→ -2, 59, /, /, -1.7, -17, 5, -2, -26
c1ccc(CCNCc2ccccc2)cc1
→ -9, -0.3, 0.68, 5, -0.3, 2.4, -17, 2, 17
Cc1cc(C)n2nc(SCC(=O)N3CCC4(CC3)OCCO4)nc2n1
→ -3, 0.0, 0.84, -5, 0.5, -1.4, 3, 0, 0
O=C(c1ccccc1)c1ccccc1N=Cc1c(O)[nH]c(=O)[nH]c1=O
→ -1, -0.3, 0.019, -4, 0.3, -2.7, -13, -2, 4
COc1ccc(CN2CC3CC(C2)c2cccc(=O)n2C3)cc1OC (configuration not stated)
→ 17, 0.3, 0.51, 0, 0.6, 0.4, -7, 1, 3
COc1cccc(N2C(=O)NC(=O)/C(=C/c3ccc4c5c(cccc35)CC4)C2=O)c1
→ /, 0.8, 0.49, /, 0.4, 2.9, -28, 11, -214
Cc1cc(C=C2C(=O)NC(=O)NC2=O)c(C)n1-c1ccc2c(c1)OCO2
→ -8, -0.2, 0.32, -25, 0.0, -1.6, 1, 1, -25
Cc1nn(Cc2ccccc2)c(C)c1C(=O)OCC(=O)NC1CCS(=O)(=O)C1 (configuration not stated)
→ 7, 0.0, 0.055, 2, 0.8, 2.7, -3, 17, -5
CN(C)C(=O)Oc1ccc(C(=O)c2ccccc2)cc1
→ /, -0.3, 0.0082, -4, 0.9, -2.3, -4, 0[fluorescence artefact?], -9
CC1(C)OC(c2ccccc2)=C/C(=C/C=C2C(=O)NC(=S)NC2=O)O1
→ -8, 0.6, -1.6, -118, 0.3, -6.8, -20, -2, -72
O=C1C2CCCN2C(c2cccnc2)N1c1nccs1 (configuration not stated)
→ -10, 0.9, 3.2*, /, 1.1, -0.6, -20, -2, 0
COc1cccc(-n2c(/C=C/c3ccc(O)c(O)c3)nc3ccccc3c2=O)c1
→ -5, 11, -1.1, -126, 0.1, -2.9, -20, 3, -148

Not all compounds are listed. The share of hits here may be higher or lower than overall.
